Source: PubChem (several laboratories)
DAX1 inh-1 – NR0B1 (DAX1) inhibition; AID 504766; inhibition, % at 6.75 µM; 340,000 compounds, 0.99% hits; HEK293 Gal4-DAX1 luciferase reporter, luminescence; P51843;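 active = inhibition above the mean over all tested compounds plus 3 SD, cut at about 4.2% in these data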;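 note: 0% = DAX1-transfected cells with DMSO and 100% = empty-vector control cells with DMSO; inhibition shows as a rise in luminescence from relieved DAX1 repression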
Target sequence (P51843 207-470 limits assumed): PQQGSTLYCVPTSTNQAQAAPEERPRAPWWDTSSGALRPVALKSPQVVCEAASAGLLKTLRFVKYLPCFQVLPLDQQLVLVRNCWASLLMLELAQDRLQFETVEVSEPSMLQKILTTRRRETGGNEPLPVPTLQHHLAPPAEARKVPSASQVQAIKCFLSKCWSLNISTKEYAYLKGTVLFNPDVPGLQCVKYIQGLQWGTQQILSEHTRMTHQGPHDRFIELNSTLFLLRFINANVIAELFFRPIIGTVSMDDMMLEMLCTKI
SMARCA2 activ – increases SMARCA2 function in MMTV reporter cells; AID 652017; 370,000 compounds, 1% hits; MG213 cells, MMTV-luciferase reporter, dexamethasone, overnight; activation, % at 9.1 µM; in the data active = activation above about 7.8%;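 note: 0% = vehicle wells and 100% = reference activator wells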
GAA850 FXN act – activators of GAA850 frataxin (FXN) promoter; HEK293 lucGAA850 FXN promoter luciferase reporter, 24 h; percent of 10 µM SAHA response; activation, % at 6 µM; 360,000 compounds, 0.56% hits;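 active = activation above the average of all compounds screened plus 3 SD, cutoff fixed separately per campaign, cut at about 7.5% in these data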;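 note: 0% = DMSO wells and 100% = 10 µM SAHA wells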
hgDAF12 agonist – hgDAF-12 agonism, primary luciferase screen | 370,000 compounds, 1.8% hits | activation, % at 6.8 µM | AID 687014 | HEK293 GAL4-hgDAF12 UAS-luciferase reporter, agonist luminescence; normalized to butyrate control;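 active = activation above a cutoff set at the mean of all screened compounds plus 3 SD, cut at about 10% in these data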;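 note: 0% = DMSO wells and 100% = sodium butyrate wells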
ssDAF12 agonist – S. stercoralis DAF-12 activation, primary screen; HEK293 ssDAF-12/GRIP1 lit1-tk-luc reporter, luminescence; % of 3 µM dafachronic acid response; activation, % at 6.8 µM; 370,000 compounds, 1% hits; AID 652126;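 active = activation above the mean over all tested compounds plus 3 SD, cut at about 0.9% in these data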;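 note: 0% = DMSO-only wells and 100% = 3 µM delta7-dafachronic acid wells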
hcDAF-12 act – activates DAF-12 receptor from parasite H. contortus; HEK293 hcDAF-12 lit1-tk-luc reporter, luminescence; 0% DMSO, 100% Δ7-dafachronic acid; activation, % at 6.8 µM; 370,000 compounds, 1.4% hits;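 active = activation above the mean of all tested compounds plus 3 SD, cut at about 5.5% in these data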;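 note: 100% = response to 3 µM Δ7-dafachronic acid high control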
sPLA2-III inh – Blocks human group III sPLA2 activity. Q9NZ20. QFRET BODIPY PC-A2 liposome hydrolysis, fluorescence. inhibition, % at 12.2 µM. 370,000 compounds, 0.56% hits;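 active = inhibition above mean plus 3 SD of compounds lying within the high and low control bounds, cut at about 19% in these data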;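 note: 0% = median of test compound wells and 100% = no enzyme DMSO wells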
NR1D1 modulator – modulates human Rev-erb alpha binding to DNA; P20393; activity, % at 10 µM; 370,000 compounds, 0.79% hits; Rev-erbα–FITC-DNA binding, fluorescence polarization, 90 min;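 active = activity above about 14%, limit read from the data; passing the limit was not always enough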;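 note: 0% = DMSO wells with 35 nM protein and 100% = DMSO wells with 750 nM protein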
Target sequence (P20393 whole entry, looked up): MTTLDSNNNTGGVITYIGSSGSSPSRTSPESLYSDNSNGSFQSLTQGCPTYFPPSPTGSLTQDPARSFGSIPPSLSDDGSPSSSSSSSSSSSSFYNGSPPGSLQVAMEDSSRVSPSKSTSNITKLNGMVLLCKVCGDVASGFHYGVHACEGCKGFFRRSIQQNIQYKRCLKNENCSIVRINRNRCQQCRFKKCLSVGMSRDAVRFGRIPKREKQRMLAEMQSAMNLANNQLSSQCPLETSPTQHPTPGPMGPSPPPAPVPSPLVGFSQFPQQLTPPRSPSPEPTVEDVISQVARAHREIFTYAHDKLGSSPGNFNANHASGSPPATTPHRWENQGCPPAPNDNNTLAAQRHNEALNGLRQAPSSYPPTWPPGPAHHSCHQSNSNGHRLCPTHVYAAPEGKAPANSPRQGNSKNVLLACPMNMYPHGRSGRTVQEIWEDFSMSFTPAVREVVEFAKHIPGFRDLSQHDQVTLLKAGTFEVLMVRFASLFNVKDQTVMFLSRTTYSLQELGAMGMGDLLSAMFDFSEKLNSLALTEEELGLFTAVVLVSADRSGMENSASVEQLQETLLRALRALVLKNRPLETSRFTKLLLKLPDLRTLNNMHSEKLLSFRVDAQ
PLCb3 inh – inhibitors of human phospholipase C beta3; Purified PLC-beta3, fluorogenic substrate, fluorescence; 370,000 compounds, 0.18% hits; AID 720704; inhibition, % at 12.2 µM; in the data active = inhibition above about 11%;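 note: 0% = median of compound wells on plate and 100% = full blocker control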
PG9 binder – small molecules binding HIV-1 gp120 antibody PG9. TR-FRET gp120-PG9 antibody binding. inhibition, % at 6.7 µM. 360,000 compounds, 0.43% hits. AID 624416; in the data active = inhibition above about 8.5%
DAX1 inh-2 – blocks DAX1 repression of SF-1 activated StAR promoter; AID 652010; inhibition, % at 6.8 µM; HEK293T StAR-luciferase reporter, SF-1/DAX-1 repression relief; 370,000 compounds, 1.1% hits;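 active = inhibition above the mean over all tested compounds plus 3 SD, cut at about 3.6% in these data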;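 note: 0% = DAX-1 cells with DMSO and 100% = cells lacking DAX-1 with DMSO; higher inhibition means more luminescence from relief of DAX-1 repression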
Active calls of the source: *; · = no result given. No enrichment for hits. Share with any hit: about 7%.

SMILES	DAX1 inh-1	SMARCA2 activ	GAA850 FXN act	hgDAF12 agonist	ssDAF12 agonist	hcDAF-12 act	sPLA2-III inh	NR1D1 modulator	PLCb3 inh	PG9 binder	DAX1 inh-2
CCN1CCN(S(=O)(=O)c2ccc(Cl)c(C(=O)N(C)Cc3ccc(Cl)cc3Cl)c2)CC1	-0.2	-1.1	-0.9	-0.7	-1.4	-2.5	-10.8	1.3	-6.1	-3.7	-0.9
COC(=O)C1CN(Cc2cn(Cc3ccc(F)cc3)nn2)CCS(=O)(=O)N1Cc1ccc(Cl)cc1 (centres undefined)	·	-3.0	·	-1.7	-2.0	-3.2	-11.8	7.7	-1.1	·	-0.9
O=C(NCCN1CCCCC1)c1cc(COc2c(F)cccc2F)on1	-0.5	0.7	1.8	-0.4	-0.9	0.9	-1.8	-3.6	-5.4	-3.6	0.6
CN(C)S(=O)(=O)c1ccc(N2CCCC2)c(C(=O)Nc2nc3c(ccc4ccccc43)s2)c1	-1.6	-2.3	-0.4	2.2	-1.4	3.5	4.8	6.2	-25.0	-1.1	0.1
COc1ccc(-n2nnnc2-c2ccc(S(C)(=O)=O)cc2Cl)cc1	-0.1	-1.2	-1.1	1.4	-1.2	-1.7	-15.5	7.6	-7.8	-0.6	-1.1
COC(=O)c1cc(=O)n(-c2c(Cl)cc(C(F)(F)F)cc2Cl)[nH]1	-2.5	-4.2	2.5	0.1	-2.1	-1.0	3.7	-0.4	-4.4	-0.4	0.3
Cc1nnc(SCC(=O)c2c(N)n(C3CC3)c(=O)[nH]c2=O)n1-c1ccccc1	1.5	-3.8	1.2	-2.9	-0.6	2.3	16.3	7.4	-10.3	-1.2	-1.7
Cc1ccc(S(=O)(=O)/N=C2/NC(=O)/C(=C/c3ccccn3)S2)cc1	-0.3	-3.5	2.2	1.1	-1.4	-1.4	-33.7	0.7	-7.2	0.7	0.6
C=CC[C@@H](CC(=O)OC(C)(C)C)C(=O)OC[C@H]1CCCN1C(=O)[C@@H](CC=C)CC(=O)N(CCO)Cc1ccccc1	-0.8	1.3	-3.5	-3.3	-1.5	-3.4	-15.2	1.1	-0.2	-0.9	-0.2
COc1ccc(CCNC(=O)CN2CCN(S(=O)(=O)c3ccc(Cl)cc3)CC2)cc1OC	2.9	-5.8	-2.5	-2.0	-1.3	-1.2	-1.9	3.4	3.1	0.1	-0.5
COC(=O)C1=C(C)N(C)C(=S)N(C)C1c1cccc(Br)c1 (centres undefined)	0.2	-1.7	0.2	4.5	-1.8	0.1	-2.5	0.6	-11.3	-1.6	0.3
Cc1ccc(S(=O)(=O)N2CCN(C(=O)CSc3ncn[nH]3)CC2)cc1	0.3	-1.8	0.2	-0.2	-1.2	-1.0	-6.4	0.8	-5.5	3.3	0.0
COC(=O)[C@]12C[C@H](CC(=O)N3CCCC3)C(=O)N(Cc3ccc(Cl)cc3Cl)C1=C[C@H](C(C)C)O[C@@H]2C1CC1	·	-0.9	·	-2.3	-0.4	-0.4	-6.2	-3.1	0.2	·	-1.9
N#Cc1cc2ccccc2n2nnnc12	-1.2	1.7	1.1	1.6	-1.1	-0.4	4.0	-2.4	-7.6	0.8	0.0
CCOc1cc(N2CCOCC2)c(OCC)cc1NC(=O)CN1CCCC(C)C1 (centres undefined)	0.0	-1.1	0.9	-3.0	-0.8	-1.2	6.0	-0.2	-0.2	-0.8	-0.8

Looked up above:
COC(=O)C1=C(C)N(C)C(=S)N(C)C1c1cccc(Br)c1 (centres undefined) – PLCb3 inh: -11.3
COc1ccc(-n2nnnc2-c2ccc(S(C)(=O)=O)cc2Cl)cc1 – sPLA2-III inh: -15.5
Cc1nnc(SCC(=O)c2c(N)n(C3CC3)c(=O)[nH]c2=O)n1-c1ccccc1 – ssDAF12 agonist: -0.6
Cc1ccc(S(=O)(=O)N2CCN(C(=O)CSc3ncn[nH]3)CC2)cc1 – DAX1 inh-1: 0.3

Arranged by value in NR1D1 modulator (low to high): some entries from above.
SMILES	NR1D1 modulator
COC(=O)C1=C(C)N(C)C(=S)N(C)C1c1cccc(Br)c1 (centres undefined)	0.6
C=CC[C@@H](CC(=O)OC(C)(C)C)C(=O)OC[C@H]1CCCN1C(=O)[C@@H](CC=C)CC(=O)N(CCO)Cc1ccccc1	1.1
COC(=O)C1CN(Cc2cn(Cc3ccc(F)cc3)nn2)CCS(=O)(=O)N1Cc1ccc(Cl)cc1 (centres undefined)	7.7

(further entries)
SMILES	DAX1 inh-1	SMARCA2 activ	GAA850 FXN act	hgDAF12 agonist	ssDAF12 agonist	hcDAF-12 act	sPLA2-III inh	NR1D1 modulator	PLCb3 inh	PG9 binder	DAX1 inh-2
COc1ccc(NC(=O)c2csc3c2CCCCC3)c(OC)c1	0.6	-0.9	2.6	0.7	-1.0	3.0	5.2	3.6	-2.9	-1.1	0.0
COc1ccc(CNc2oc(Cc3cccc4ccccc34)nc2C#N)cc1	-1.1	-0.3	-3.9	3.8	-1.7	-0.9	-27.7	1.4	-2.1	-1.7	-0.8
CCOc1cccc(CN2CCN(c3cccc(C(F)(F)F)c3)CC2)c1O	-0.2	-0.4	1.6	0.3	-2.1	0.1	-5.9	-1.3	2.7	1.5	-1.4
CN(Cc1cnccn1)C(=O)C1CCC(=O)N(CCc2ccccc2)C1 (centres undefined)	0.6	-2.1	2.1	-1.4	-0.9	-0.8	0.7	6.2	-6.2	-1.8	1.4
COc1ccc(N(CC(=O)NN=C2CCCC2)S(=O)(=O)c2ccccc2)cc1Cl	1.1	-4.2	-2.5	0.9	-1.1	-2.0	-7.5	2.5	1.4	-0.8	-0.3
CCCC(C)C(=O)Nc1nc(C)c(-c2csc(Nc3ccc(Cl)cc3)n2)s1 (centres undefined)	-0.3	-0.3	-1.5	2.9	-1.0	0.0	4.9	-3.7	-18.9	-1.8	-0.5
O=C(Nc1ccccn1)c1ccc(NC(=O)c2ccco2)cc1	1.3	1.2	4.4	7.2	0.3	2.0	-2.9	-2.8	-3.5	-0.6	2.3
Cc1nc2ccccc2c(=O)n1/N=C/c1ccc(O)c(O)c1O	0.9	1.4	2.5	1.2	-1.1	1.1	11.9	-30.8	-8.8	-2.2	-0.4
Cc1ccc(Cl)c(OCC(=O)Nc2sc(C)c(C)c2C#N)c1	-0.8	0.4	0.7	0.5	-0.7	-1.2	1.9	2.5	0.7	-0.9	-0.3
COC(=O)[C@]12C[C@H](CC(=O)N3CCN(C(=O)C4CC4)CC3)C(=O)N(CCC3=CCCCC3)C1=C[C@H](C(C)C)O[C@@H]2C1CC1	·	0.5	·	1.5	-1.1	-1.2	4.4	6.8	-1.3	·	-0.8
O=C(NC1CCN(Cc2ccccc2)CC1)c1cc(-c2ccccn2)nc2ccccc12	1.0	1.7	0.1	6.2	-1.3	-2.6	-7.6	-2.5	1.1	-2.3	-0.1
CC(C)c1ccc(NC(=O)CNS(=O)(=O)c2ccc(F)cc2)cc1	-2.0	-7.2	-1.6	-1.6	-2.5	-0.8	-23.7	6.5	3.2	-0.8	-1.4
COc1ccc(/C=C2\SC(N3CCCCC3)=NC2=O)cc1OC	0.2	1.6	9.5*	1.4	-1.9	-0.5	4.1	-1.0	-47.8	-5.0	0.2
O=C(Nn1cnnc1)c1ccc(Cl)cc1	0.8	-0.8	0.0	0.0	-1.0	-0.6	3.3	-0.6	2.2	0.6	0.0
Cc1ccc(C)c(-n2nnnc2SCC(=O)c2ccc3c(c2)NC(=O)CO3)c1	0.5	0.9	1.5	2.5	-1.4	-1.5	-29.9	10.2	-2.0	-1.1	0.4
CC1(C)Cc2c(C#N)c(N)sc(=S)c2CO1	0.1	-1.2	-0.6	1.4	-0.2	-0.1	1.6	4.3	-66.0	1.1	0.4
COCCNC(=O)c1ccccc1NC(=O)c1cccc([N+](=O)[O-])c1C	0.3	2.2	-1.7	-2.7	-1.4	0.3	-1.8	-0.4	0.3	-0.2	-1.1
CCCNC(=O)Cn1c(=O)n(CC(=O)N2CCCCC2)c(=O)c2sccc21	-0.7	-2.6	0.2	0.1	-0.9	-1.7	0.1	4.7	-1.2	-1.2	0.3
CC(SC1CCCC1)C(=O)Nc1ccnn1C(C)C (centres undefined)	-0.5	-2.3	-1.6	-1.2	-1.5	-1.2	1.0	-2.6	2.1	-1.3	-0.1
COc1ccc(S(=O)(=O)N2c3ccccc3NC(=O)CC2C)cc1 (centres undefined)	0.2	-0.9	0.8	0.9	-0.9	0.7	4.2	4.4	-5.4	-0.5	0.6
Cc1nn(C(C)(C)C)c(NC(=O)c2ccc(Cl)cc2Cl)c1Br	·	-3.2	-1.3	-0.2	-0.7	-0.3	-4.5	-0.1	-3.2	-0.4	-0.4
NC1(N)OC(CN2C(=O)c3ccccc3C2=O)CS1 (centres undefined)	-1.4	0.1	0.3	1.4	-0.9	-0.1	2.1	1.5	-0.2	-1.8	-0.9
O=C1CSc2nc3ccccc3n21	0.1	0.9	-0.1	1.0	-0.5	1.2	-2.1	-1.4	-7.1	-0.3	0.2
CCn1c(SCC(=O)Nc2ncc(C(F)(F)F)cc2Cl)nnc1-c1cccc(C)c1	0.5	-6.0	2.5	2.2	-1.4	-1.9	-30.0	-2.5	4.8	2.3	0.6
